DENV2 CPE: DENV2-induced cell death inhibition | DENV2-infected cells, cytopathic effect rescue, plate reader | 350,000 tested, 1.7% active | CPE inhibition, % at 9.99 µM; in the data active = CPE inhibition above about 20%, passing the limit was not always enough; inconclusive = no clear call, values can overlap the other calls; tested in BHK-21 cells;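 note: 0% = median of neutral control wells and 100% = median of positive control wells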
CFTR F508del cor: correctors of CFTR F508del function in bronchial epithelial cells; CFBE cells, YFP halide quenching; stimulated with forskolin plus potentiator P3; % fluorescence drop versus neutral controls; AID 720511; 350,000 tested, 0.36% active; activity (quench increase), % at 7.58 µM;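 active = mean added fluorescence quench of at least 8% versus neutral control, with both replicates also reaching 8%; inconclusive = only one of the mean or replicate conditions met; inactive = mean below 8% and not both replicates reaching 8%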;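 note: cells transiently co-express mutant CFTR-F508del with the halide-sensitive YFP; corrector assay measuring rescue of mutant channel to the surface after 24 h compound exposure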
SIRT5 block: blocks human SIRT5 desuccinylation of peptide | Purified SirT5, succinyl-peptide AMC, trypsin-coupled fluorescence | inhibition, % at 15 µM | 330,000 tested, 1.1% active | AID 652115; in the data active = inhibition above about 15%; inconclusive = no clear call, values can overlap the other calls
Target sequence (Q9NXA8 whole entry, looked up): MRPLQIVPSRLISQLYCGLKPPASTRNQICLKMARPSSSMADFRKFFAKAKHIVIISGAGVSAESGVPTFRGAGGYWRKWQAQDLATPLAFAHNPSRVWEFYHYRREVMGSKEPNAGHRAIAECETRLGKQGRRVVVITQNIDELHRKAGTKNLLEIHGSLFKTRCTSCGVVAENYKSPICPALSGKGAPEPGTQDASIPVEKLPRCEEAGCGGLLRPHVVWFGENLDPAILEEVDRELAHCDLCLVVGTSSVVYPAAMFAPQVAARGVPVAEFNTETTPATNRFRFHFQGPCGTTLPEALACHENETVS
ERAP1 HTS inh: ERAP1 (human) enzyme inhibition; Q9NZ08; recombinant ERAP1, Leu-AMC fluorescence, 60 min; inhibition, % at 10.7 µM; 340,000 tested, 0.15% active; AID 652197;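 active = mean replicate inhibition of at least 30%, or all replicates individually reaching that 30% level; inactive = mean below 30% and not every replicate reaching it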;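 note: 0% = neutral control wells and 100% = L-leucinethiol positive control wells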
miR-122 sensor: inhibitors of miR-122 in Huh7 cells; Huh7 miR-122 Renilla luciferase sensor, 48 h; neutral wells = 0, positive control = 100; activation (reporter increase), % at 12.5 µM; 340,000 tested, 0.3% active; AID 602342;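 active = mean replicate activation score at least 90 and every replicate individually at or above 90; inconclusive = only one of the two criteria met; inactive = neither criterion met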;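 note: higher luciferase means less miR-122 activity so hits act as miR-122 inhibitors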
Casp6 inh: inhibitors of human caspase-6. purified caspase-6, Z-VEID-R110 cleavage fluorescence. inhibition, % at 12.5 µM. 350,000 tested, 0.53% active. AID 686996;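 active = mean inhibition across replicates at least about 35%, with every replicate also reaching that limit, limit read from the data; inconclusive = only one of the two criteria met; inactive = neither criterion met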;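 note: 0% = median of neutral control wells and 100% = no fluorescence left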
Target sequence (P55212 24-179 limits assumed): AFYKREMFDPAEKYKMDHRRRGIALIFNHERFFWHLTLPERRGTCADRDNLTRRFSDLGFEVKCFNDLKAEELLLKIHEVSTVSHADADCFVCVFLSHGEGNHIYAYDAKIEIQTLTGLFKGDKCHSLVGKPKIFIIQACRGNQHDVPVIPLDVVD
Target sequence (P55212 194-293 limits assumed): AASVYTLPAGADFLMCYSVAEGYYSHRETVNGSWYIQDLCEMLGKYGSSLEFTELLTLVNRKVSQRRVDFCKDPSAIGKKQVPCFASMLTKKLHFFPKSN
ERp5 block: blocks human ERp5 reductase activity on insulin | ERp5 insulin aggregation, absorbance 650 nm, 90 min | inhibition, % at 9.99 µM | 350,000 tested, 0.05% active | AID 651711;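 active = mean replicate inhibition above about 25%, with every replicate also reaching it, limit read from the data, passing the limit was not always enough; inconclusive = only one of those two criteria met; inactive = neither criterion met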
Target sequence (Q15084 whole entry, looked up): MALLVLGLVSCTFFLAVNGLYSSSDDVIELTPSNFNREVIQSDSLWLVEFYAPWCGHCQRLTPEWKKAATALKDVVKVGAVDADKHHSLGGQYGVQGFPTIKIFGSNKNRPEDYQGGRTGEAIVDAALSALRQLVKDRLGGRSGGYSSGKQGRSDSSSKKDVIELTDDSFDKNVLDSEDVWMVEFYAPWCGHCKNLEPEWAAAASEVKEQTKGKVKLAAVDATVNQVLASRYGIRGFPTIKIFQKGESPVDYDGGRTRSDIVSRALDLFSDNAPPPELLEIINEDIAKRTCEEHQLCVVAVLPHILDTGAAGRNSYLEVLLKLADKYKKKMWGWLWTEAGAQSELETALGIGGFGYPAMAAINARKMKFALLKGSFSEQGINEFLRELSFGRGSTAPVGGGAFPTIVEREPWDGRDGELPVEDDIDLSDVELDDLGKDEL
An asterisk follows results filed as active; [ ] = dose if it differs, or a comment.

How did O=C(N[C@H]1CC[C@@H](CCn2cc(C3(O)CCCC3)nn2)O[C@@H]1CO)c1ccccc1F do in these assays?
DENV2 CPE: 8; CFTR F508del cor: -3.6; SIRT5 block: 3; ERAP1 HTS inh: 1; miR-122 sensor: 14[16.7 µM]; Casp6 inh: 0; ERp5 block: 2

What do the screens show for `CC(=O)CSc1ncnc2scc(-c3ccc(F)cc3)c12`?
DENV2 CPE: 0; SIRT5 block: 1; ERAP1 HTS inh: 0; Casp6 inh: -1; ERp5 block: -7

How did Nn1c(SCC(=O)NC2CCCCCC2)nnc1-c1ccco1 do in these assays?
DENV2 CPE: -6; CFTR F508del cor: 0.3; ERAP1 HTS inh: 1; miR-122 sensor: -6; Casp6 inh: -1; ERp5 block: 4

How did Cc1ccc(C(=O)N[C@H](C(=O)N2CCN(c3ccccc3F)CC2)C(C)C)cc1 do in these assays?
DENV2 CPE: -9; CFTR F508del cor: 0.9; ERAP1 HTS inh: 3; Casp6 inh: 0; ERp5 block: 0

Results for Cc1ccc(S(=O)(=O)N2CCCC(c3nc4c(nnn4Cc4ccc5c(c4)OCCO5)c(=O)[nH]3)C2)cc1 (configuration not stated) ?
DENV2 CPE: 0; CFTR F508del cor: 4.1; SIRT5 block: -10; ERAP1 HTS inh: -2; miR-122 sensor: 0; Casp6 inh: 1; ERp5 block: 2

What do the screens show for `O=C(C1CC1)N1[C@H](CO)[C@@H]2c3ccccc3N(S(=O)(=O)c3ccccc3)C[C@@H]21`?
DENV2 CPE: 1; CFTR F508del cor: -1.7; SIRT5 block: -1; ERAP1 HTS inh: 6; miR-122 sensor: 0[16.7 µM]; Casp6 inh: -3; ERp5 block: 2

Results for CC(=O)OCC(=O)c1c[nH]c2ccccc12 ?
DENV2 CPE: -25; CFTR F508del cor: 2.0; miR-122 sensor: 0; Casp6 inh: -1; ERp5 block: 1

Results for CC(=O)N1c2ccccc2[C@@H](C)[C@@H]1C ?
DENV2 CPE: 9; CFTR F508del cor: -3.9; SIRT5 block: -3; ERAP1 HTS inh: 7; miR-122 sensor: 4; Casp6 inh: -2; ERp5 block: 2

How did Cc1cccc(NS(=O)(=O)c2ccc(Cl)cc2)n1 do in these assays?
DENV2 CPE: -1; CFTR F508del cor: 3.3; SIRT5 block: -5; ERAP1 HTS inh: 0; miR-122 sensor: 39; Casp6 inh: -2; ERp5 block: 6

Results for CCCC(CCC(=O)Nc1cccc([N+](=O)[O-])c1)C(=O)O (configuration not stated) ?
DENV2 CPE: 1; CFTR F508del cor: 0.6; SIRT5 block: 0; ERAP1 HTS inh: -5; miR-122 sensor: 2; Casp6 inh: -1; ERp5 block: inconclusive

How did CCOc1ccc(CCN2C(=S)N([C@@H](Cc3ccccc3)CN3CCC[C@@H]3CN3C(=S)NC[C@@H]3Cc3ccc(O)cc3)C[C@@H]2CC(C)C)cc1 do in these assays?
DENV2 CPE: -12; CFTR F508del cor: -4.3; SIRT5 block: 6; miR-122 sensor: 6; Casp6 inh: 7; ERp5 block: 1

What do the screens show for `CCOc1ccc(C(=O)NCC(=O)N2CCN(Cc3ccccc3)CC2)cc1`?
DENV2 CPE: 2; CFTR F508del cor: 10.0*; SIRT5 block: -6; ERAP1 HTS inh: 0; miR-122 sensor: -4; Casp6 inh: -4; ERp5 block: 0

How did C[C@H]1CN([C@@H](C)CO)C(=O)Cc2cc(NC(=O)Nc3cccc4ccccc34)ccc2O[C@@H]1CN(C)C(=O)NC1CCCCC1 do in these assays?
DENV2 CPE: 16; CFTR F508del cor: -2.3; SIRT5 block: 0; ERAP1 HTS inh: 3; miR-122 sensor: -2[16.7 µM]; Casp6 inh: 3; ERp5 block: 5

What do the screens show for `COc1cc(OC)c(/C=N/NC(=O)COc2cccc3cccnc23)c(OC)c1`?
DENV2 CPE: 0; CFTR F508del cor: 0.8; SIRT5 block: -1; ERAP1 HTS inh: 1; Casp6 inh: 1; ERp5 block: 5

What do the screens show for `Cc1ccccc1SCC(=O)NCC1(N2CCCCC2)CCCCC1`?
DENV2 CPE: -9; CFTR F508del cor: -2.5; ERAP1 HTS inh: -1; miR-122 sensor: 1; Casp6 inh: -12; ERp5 block: 5

Results for CC1CN(C(=S)NC2CCCC2)CC(C)O1 (configuration not stated) ?
DENV2 CPE: -5; CFTR F508del cor: 0.1; SIRT5 block: -3; ERAP1 HTS inh: -3; miR-122 sensor: -2; Casp6 inh: 0; ERp5 block: 3

Results for COCCCN1C(=O)C(CC(=O)NC2CCCC2)CC(C(=O)N(C(C)C)C(C)C)=C1C (configuration not stated) ?
DENV2 CPE: -3; CFTR F508del cor: 2.0; SIRT5 block: -7; ERAP1 HTS inh: -4; miR-122 sensor: 8; Casp6 inh: -1; ERp5 block: -1

Results for CC(NC(=O)c1ccccc1)C(=O)NNC(=O)c1ccccc1Cl (configuration not stated) ?
DENV2 CPE: -4; CFTR F508del cor: 7.0; SIRT5 block: -2; ERAP1 HTS inh: -2; miR-122 sensor: -6; Casp6 inh: 1; ERp5 block: 4

Results for Cn1cccc1CNC(=S)Nc1ccccc1F ?
DENV2 CPE: 11; CFTR F508del cor: 0.4; SIRT5 block: 2; ERAP1 HTS inh: 1; Casp6 inh: -2; ERp5 block: 1

What do the screens show for `CCOC(=O)CN1C(=O)CN(c2ccc(C)cc2)C1=O`?
DENV2 CPE: 3; CFTR F508del cor: 0.5; SIRT5 block: -1; ERAP1 HTS inh: -3; Casp6 inh: -3; ERp5 block: 4

Reprinted from the results shown (3 entries):
Results for CC(NC(=O)c1ccccc1)C(=O)NNC(=O)c1ccccc1Cl (configuration not stated) ?
DENV2 CPE: -4; CFTR F508del cor: 7.0; SIRT5 block: -2; ERAP1 HTS inh: -2; miR-122 sensor: -6; Casp6 inh: 1; ERp5 block: 4

Results for Cn1cccc1CNC(=S)Nc1ccccc1F ?
DENV2 CPE: 11; CFTR F508del cor: 0.4; SIRT5 block: 2; ERAP1 HTS inh: 1; Casp6 inh: -2; ERp5 block: 1

What do the screens show for `CCOC(=O)CN1C(=O)CN(c2ccc(C)cc2)C1=O`?
DENV2 CPE: 3; CFTR F508del cor: 0.5; SIRT5 block: -1; ERAP1 HTS inh: -3; Casp6 inh: -3; ERp5 block: 4

(continued)
Results for Cc1ccc(C(=O)O/N=C(\N)c2ccccn2)cc1C ?
DENV2 CPE: 3; CFTR F508del cor: 2.7; SIRT5 block: 2; ERAP1 HTS inh: 0; miR-122 sensor: 1; Casp6 inh: 0; ERp5 block: -4

What do the screens show for `COCCSc1ccccc1C(=O)Nc1cc(C)on1`?
DENV2 CPE: -4; CFTR F508del cor: 1.8; SIRT5 block: -5; ERAP1 HTS inh: 0; miR-122 sensor: 2; Casp6 inh: -2; ERp5 block: -3

How did COC(=O)c1cc(C(=O)Nn2cnnc2)cc([N+](=O)[O-])c1 do in these assays?
DENV2 CPE: -2; CFTR F508del cor: 5.6; SIRT5 block: -1; ERAP1 HTS inh: 5; miR-122 sensor: -4; Casp6 inh: 3; ERp5 block: 1

Results for NC1(C#Cc2ccc3c(=O)c4ccccc4sc3c2)CCCCC1 ?
CFTR F508del cor: 0.5; ERAP1 HTS inh: -2; miR-122 sensor: -5; Casp6 inh: 2; ERp5 block: -4

Results for O=C(OCc1nc2ccc(Cl)cc2n1CCO)c1ccccc1C(=O)c1ccccc1 ?
DENV2 CPE: -11; CFTR F508del cor: -1.4; SIRT5 block: 0; ERAP1 HTS inh: -3; Casp6 inh: -2; ERp5 block: 4

Results for C[C@@H]1CN([C@@H](C)CO)C(=O)c2cc(-c3ccc(C(=O)N(C)C)cc3)cnc2O[C@H]1CN(C)C(=O)CN(C)C ?
DENV2 CPE: 2; CFTR F508del cor: -2.6; SIRT5 block: -6; ERAP1 HTS inh: 0; miR-122 sensor: 6[16.7 µM]; Casp6 inh: 0; ERp5 block: 1

What do the screens show for `Nc1nc(SCC(=O)Nc2ccc(S(N)(=O)=O)cc2)n[nH]1`?
DENV2 CPE: 1; CFTR F508del cor: 3.4; SIRT5 block: -1; ERAP1 HTS inh: 0; miR-122 sensor: 21; Casp6 inh: -1; ERp5 block: 0

What do the screens show for `COC(=O)c1sc(S(=O)(=O)NC(C)C(=O)O)c(C(=O)OC)c1C` (configuration not stated)?
DENV2 CPE: 9; CFTR F508del cor: -0.5; SIRT5 block: 1; ERAP1 HTS inh: 3; Casp6 inh: 4; ERp5 block: -2

Results for O=C(COC(=O)c1cccc(S(=O)(=O)N2CCOCC2)c1)Nc1ccc(Cl)cn1 ?
DENV2 CPE: -3; CFTR F508del cor: -3.7; SIRT5 block: -1; ERAP1 HTS inh: 2; miR-122 sensor: 4; Casp6 inh: 8; ERp5 block: -1

Results for COc1ccc(S(=O)(=O)N(C)C[C@@H]2OCCCC[C@@H](C)Oc3ccc(NC(=O)Cc4ccccc4)cc3C(=O)N([C@@H](C)CO)C[C@H]2C)cc1 ?
DENV2 CPE: 12; CFTR F508del cor: 0.3; SIRT5 block: 3; ERAP1 HTS inh: -4; miR-122 sensor: -4[16.7 µM]; Casp6 inh: 0; ERp5 block: -3

Results for CC(CNc1nc2ccc(Cl)cc2n2cnnc12)c1ccccc1 (configuration not stated) ?
DENV2 CPE: 1; CFTR F508del cor: -0.8; SIRT5 block: -1; ERAP1 HTS inh: -1; miR-122 sensor: 0; Casp6 inh: 0; ERp5 block: 4

What do the screens show for `Cc1ccc(S(=O)(=O)N(C)C)cc1NC(=O)c1cc(=O)c2ccccc2o1`?
DENV2 CPE: 11; CFTR F508del cor: 1.3; SIRT5 block: 1; ERAP1 HTS inh: -1; miR-122 sensor: 7; Casp6 inh: -1; ERp5 block: -3

Results for CC(=O)N1CC2(C1)[C@@H](c1ccc(-c3ccc(F)cc3)cc1)[C@@H](CO)N2C(C)=O ?
DENV2 CPE: 78*; CFTR F508del cor: 3.1; SIRT5 block: -5; ERAP1 HTS inh: 1; Casp6 inh: -1; ERp5 block: -2

Results for Cc1cccc(N2C(=O)CC(n3ccnc3)C2=O)c1C (configuration not stated) ?
DENV2 CPE: 7; CFTR F508del cor: 2.5; SIRT5 block: -5; ERAP1 HTS inh: 0; miR-122 sensor: -4; Casp6 inh: 5; ERp5 block: inconclusive

What do the screens show for `COc1ccc(N(C(=O)CNS(=O)(=O)c2ccccc2)C(C(=O)NCc2ccco2)C(C)C)cc1` (configuration not stated)?
DENV2 CPE: 3; CFTR F508del cor: -1.9; SIRT5 block: 1; ERAP1 HTS inh: 7; Casp6 inh: 2; ERp5 block: -4

What do the screens show for `COc1cc(OC)c(N(C)S(=O)(=O)c2cccc(C(=O)OCC(=O)N(C)C3CCCCC3)c2)cc1Cl`?
DENV2 CPE: 0; CFTR F508del cor: -5.5; SIRT5 block: 6; ERAP1 HTS inh: 0; miR-122 sensor: 1; Casp6 inh: 1; ERp5 block: 2

Results for O=C(NCC(c1ccco1)N1CCN(c2ccccc2)CC1)OCc1ccccc1 (configuration not stated) ?
DENV2 CPE: -15; CFTR F508del cor: -0.5; SIRT5 block: 0; ERAP1 HTS inh: -1; Casp6 inh: 0; ERp5 block: -3

What do the screens show for `CC(C)(C)c1cc(Cl)ccc1OCCn1ccnc1`?
DENV2 CPE: -1; CFTR F508del cor: -0.1; SIRT5 block: 1; ERAP1 HTS inh: 3; miR-122 sensor: 6; Casp6 inh: 1; ERp5 block: -1

How did CCN(Cc1ccncc1)C(=O)c1ccc(Br)o1 do in these assays?
DENV2 CPE: 4; CFTR F508del cor: -1.5; SIRT5 block: -2; ERAP1 HTS inh: 1; miR-122 sensor: -3; Casp6 inh: 0; ERp5 block: 2

Results for CCCc1nnc(NC(=O)CCC(=O)NCc2ccc(OC)cc2)s1 ?
DENV2 CPE: 8; CFTR F508del cor: -1.4; SIRT5 block: 4; ERAP1 HTS inh: 0; Casp6 inh: -7; ERp5 block: 2

How did O=C(N/N=C/c1cccc2cccnc12)c1ccccc1O do in these assays?
DENV2 CPE: 0; CFTR F508del cor: 0.9; SIRT5 block: 2; ERAP1 HTS inh: 2; miR-122 sensor: -3; Casp6 inh: -5; ERp5 block: 2
